BaF3 parental: parental Ba/F3 viability inhibition as JAK2V617F counter-screen | CellTiter-Glo ATP luminescence | inhibition, % at 5.6 µM | actives 1.1% (n = 220,000) | AID 1486;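 active means inhibition above a per-campaign cutoff, the mean inhibition of all tested compounds plus 3 SD, cut at about 27% in these data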;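 further: 0% = DMSO wells and 100% = JAK Inhibitor I control wells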
NPY1 pot ag: potentiates or activates human NPY-Y1 receptor | actives 0.37% (n = 220,000) | P25929 | AID 1304 | NPY-Y1 expressing cells, potentiator/agonist activation | activation, % at 3.6 µM; in the data active means activation above about 33%, passing the limit was not always enough;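 further: cells stimulated with NPY at EC10 then isoproterenol at EC100; 0% = low agonist plus stimulus and 100% = saturating agonist plus stimulus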
NPY-Y2 PAM-ag: human NPY-Y2 potentiation or agonism, primary screen | actives 0.45% (n = 220,000) | cells expressing NPY-Y2, potentiator/agonist read-out | P49146 | activation, % at 3.6 µM | AID 1359; in the data active means activation above about 27%;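 further: cells stimulated with NPY near EC25 plus isoproterenol at EC100; 0% = vehicle plus submaximal agonist and 100% = vehicle plus saturating agonist; some results beyond the cut were filed as inactive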
RBBP9 inhibitor: inhibitors of human serine hydrolase RBBP9; recombinant RBBP9, FP-Rh probe fluorescence polarization; inhibition, % at 7.94 µM; actives 0.2% (n = 220,000); AID 1515;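 active means inhibition above the campaign mean of all tested compounds plus 3 SD, cut at about 14% in these data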;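 further: plate controls were DMSO wells with RBBP9 for no effect and wells lacking RBBP9 protein for full effect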
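Measured by – fluorescence polarization · Test system – RBBP9 protein · Input – 2.5 µM RBBP9 dispensing solution, before mixing · Measure – percent inhibition from mP, scaled between DMSO and no-protein wells · Benchmarks – DMSO-treated enzyme wells and wells lacking RBBP9 · Times – preincubation 30 min plus labeling 45 min at 25 °C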
Ba/F3 V617F tox: reduce viability of Ba/F3 cells dependent on JAK2V617F; Ba/F3 EpoR-JAK2V617F viability, ATP luminescence; inhibition, % at 5.6 µM; actives 1.1% (n = 220,000);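 active means inhibition above the campaign mean plus 3 SD over all tested compounds, cut at about 24% in these data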;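 further: cytokine-independent growth of Ba/F3 cells driven by EpoR plus mutant JAK2; 0% = DMSO-treated cells and 100% = JAK inhibitor I control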
Runt-CBFb FRET: blocks binding of human RUNX1 Runt domain to CBFb | Q01196+Q13951 | Cerulean-Runt/Venus-CBFb FRET ratio 530/480, 1 h | inhibition, % at 20 µM | actives 0.46% (n = 220,000) | AID 1496;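 active means inhibition over about 50% at 20 µM in the single-dose screen, limit read from the data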;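 further: 0% = DMSO wells and 100% = excess unlabeled CBFb competitor control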
Target sequence (Q01196 whole entry, looked up, the tested form may be a part): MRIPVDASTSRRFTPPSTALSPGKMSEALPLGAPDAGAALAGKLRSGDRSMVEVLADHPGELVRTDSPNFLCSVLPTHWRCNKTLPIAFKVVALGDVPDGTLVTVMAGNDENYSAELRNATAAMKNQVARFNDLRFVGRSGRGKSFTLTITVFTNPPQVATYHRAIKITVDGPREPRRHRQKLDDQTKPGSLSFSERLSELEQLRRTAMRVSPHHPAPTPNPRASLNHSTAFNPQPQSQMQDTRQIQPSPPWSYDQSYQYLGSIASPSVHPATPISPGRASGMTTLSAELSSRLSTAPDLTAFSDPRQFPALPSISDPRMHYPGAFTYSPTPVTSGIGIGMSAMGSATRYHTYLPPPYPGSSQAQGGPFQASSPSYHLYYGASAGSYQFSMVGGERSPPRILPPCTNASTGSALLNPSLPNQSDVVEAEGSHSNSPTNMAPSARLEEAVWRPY
Target sequence (Q13951 whole entry, looked up, the tested form may be a part): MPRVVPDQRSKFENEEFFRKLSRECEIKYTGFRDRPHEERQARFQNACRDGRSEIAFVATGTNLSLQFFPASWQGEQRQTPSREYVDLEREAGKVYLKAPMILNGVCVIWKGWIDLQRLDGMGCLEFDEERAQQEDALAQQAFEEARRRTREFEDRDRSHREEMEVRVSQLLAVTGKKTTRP
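Measured by: fluorescence energy transfer, 422 nm excitation, 530/480 nm emission; Assay system: Cerulean-Runt domain; Medium: Tris pH 7.5 buffer with BSA; Measure: loss of energy transfer signal; Controls: 5 µM unlabeled CBFb as full-inhibition high control; Incubation: protein complex preformed 1 h, compound exposure 1 h, room temperature, dark.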
S1P4 antag: human S1P4 receptor antagonism | O95977 | S1P4-expressing cells, antagonist mode, reporter read-out | inhibition, % at 4.98 µM | actives 0.26% (n = 220,000); in the data active means inhibition above about 29%;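 further: 0% = wells stimulated with agonist and 100% = vehicle wells without agonist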
Target sequence (O95977 whole entry, looked up): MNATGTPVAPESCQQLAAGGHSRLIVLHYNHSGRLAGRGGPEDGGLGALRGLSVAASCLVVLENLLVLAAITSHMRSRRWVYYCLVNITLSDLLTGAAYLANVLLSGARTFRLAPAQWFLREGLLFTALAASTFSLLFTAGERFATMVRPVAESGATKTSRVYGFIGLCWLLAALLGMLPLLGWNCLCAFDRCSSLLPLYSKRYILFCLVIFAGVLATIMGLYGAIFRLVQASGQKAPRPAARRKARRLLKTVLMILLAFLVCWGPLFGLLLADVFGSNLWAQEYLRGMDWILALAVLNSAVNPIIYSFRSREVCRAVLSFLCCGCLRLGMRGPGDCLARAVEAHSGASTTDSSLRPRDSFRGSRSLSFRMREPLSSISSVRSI
NPY Y1 blocker: blocks the human neuropeptide Y Y1 receptor; P25929; HEK293-CNG Y1 cells, membrane potential fluorescence; NPY at EC95, then isoproterenol; inhibition, % at 3.6 µM; actives 1% (n = 200,000); AID 1040;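 active means inhibition above the campaign mean inhibition of all tested compounds plus 3 SD, cut at about 20% in these data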;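 further: 0% = DMSO wells given NPY plus isoproterenol and 100% = isoproterenol alone without NPY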
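material = HEK293 cells with Y1 receptor plus CNG channel | also added = NPY 25 nM then isoproterenol 1 µM plus Ro 20-1724 25 µM | schedule = dye 3 h, compound 60 min room temperature, stimulation 45 min | measured by = membrane potential fluorescence | benchmarks = high control isoproterenol alone, low control NPY with isoproterenol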
S1P4 ag: human S1P4 receptor agonism | O95977 | actives 0.35% (n = 220,000) | activation, % at 4.98 µM | S1P4-expressing cell line, agonist reporter assay; in the data active means activation above about 11%;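 further: 0% = DMSO vehicle and 100% = reference agonist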
Starred values were filed as active, the others as inactive; nt = no result given. An unsorted share of the library, and some 3.6% of all compounds hit somewhere here.

SMILES	BaF3 parental	NPY1 pot ag	NPY-Y2 PAM-ag	RBBP9 inhibitor	Ba/F3 V617F tox	Runt-CBFb FRET	S1P4 antag	NPY Y1 blocker	S1P4 ag
CSCCC(NC(=O)c1ccc(Cl)cc1)C(=O)OCC(=O)Nc1cc(Cl)ccc1C#N (configuration not stated)	2.1	5.0	2.5	-9.8	-2.6	-3.0	-13.5	-0.4	0.0
Cc1cc(NC(=O)c2nn3cccnc3c2Cl)no1	5.3	-3.5	-8.7	-3.6	3.8	-0.1	-4.6	-0.5	0.6
O=C(c1ccccc1)c1ccc(N2CCCC2)cc1	6.8	12.6	-10.4	-3.3	1.4	-2.6	-4.3	6.4	2.4
CCc1cc2c3c(c(=O)oc2cc1OC)CCCC3	1.1	-48.9	-7.2	-3.9	-1.7	-1.5	-4.0	8.9	-2.9
CSCCC(NS(=O)(=O)c1ccccc1F)C(=O)NC(C)c1ccccc1 (configuration not stated)	6.1	5.8	1.5	-4.8	-0.6	1.9	-9.8	7.5	0.1
O=C(COc1ccc(Cl)cc1)OCC(=O)N1CCCC1	9.0	-15.8	2.6	-0.5	6.3	-2.8	-12.2	0.7	-1.2
Cn1c(CSc2nc3ccccc3s2)nnc1SCC(=O)NCCCN1CCOCC1	4.5	-19.5	-6.4	-9.4	-4.0	-1.1	-9.1	-1.4	-1.3
O=C(NCc1cccs1)C12CC3CC(CC(C3)C1)C2	1.9	10.3	11.7	-5.2	-3.2	0.8	-9.9	-0.8	1.5
CCc1nnc(NC(=O)c2ccc(S(=O)(=O)N3CCCCCC3)cc2)s1	5.2	7.7	2.6	-10.2	2.6	1.0	-22.2	61.4*	1.3
Cc1cccc(N/C=C(\[N+](=O)[O-])S(=O)(=O)c2ccccc2)c1	6.4	10.0	3.6	-7.0	-0.2	-1.7	-13.9	-2.1	2.0
COc1ccc(OC)c(NC(=O)C(=O)NCc2ccncc2)c1	4.8	-18.8	-1.6	-4.5	-0.7	1.6	-24.9	-3.4	0.9
O=C(CNC(=O)c1ccco1)N/N=C/c1ccc(O)c([N+](=O)[O-])c1	4.8	-10.0	6.9	-3.9	3.4	-0.4	-1.5	-0.7	1.2
COc1cc(C)c(NC(=S)Nc2cccc(Cl)c2)cc1OC	2.0	10.7	1.5	2.1	-5.2	11.4	5.2	2.2	3.3
Fc1ccc(NC(=S)Nc2cccc(Cl)c2)cc1	9.6	-7.6	-1.7	1.0	2.8	3.0	3.4	3.4	1.3
Clc1ccc(Oc2nc(N3CCOCC3)nc(N3CCOCC3)n2)cc1	-0.3	-16.2	1.1	-0.3	-0.4	0.1	2.3	0.4	-2.4
Cn1cnnc1SCc1ccc(C#N)cc1Cl	-0.3	-16.3	-1.1	-1.0	-2.5	0.8	13.3	-0.3	0.6
COC(=O)C1=C(C(=O)OC)SC(=C2C(=S)C(C)(C)N(C(=O)C(C)C)c3ccccc32)S1	0.6	-8.9	1.3	12.1	-4.9	16.5	-10.4	0.1	1.0
COC(=O)CNC(=O)CCc1nnc(C2(c3ccc(Cl)cc3)CCC2)o1	2.0	9.3	6.5	-5.0	3.3	1.3	3.1	3.0	1.7
Cc1ccc(OCC(=O)NNC(=O)c2cc3ccccc3o2)cc1	6.2	-17.5	-18.0	-8.5	-3.2	0.1	-2.6	8.3	0.7
CC1(C)CC(=O)C/C(=N/Nc2nc3ccccc3s2)C1	11.7	-4.8	4.7	-1.1	2.0	4.9	-6.5	-3.0	0.5
COCCCN(C(=S)Nc1ccc(C)cc1Cl)C(C)c1ccncc1 (configuration not stated)	4.6	6.3	-9.1	-5.1	-1.4	0.3	-16.6	-3.6	0.2
Cc1nc2ccccc2c(=O)n1/N=C/c1ccccc1	-2.9	-20.9	-1.7	2.2	-6.5	0.0	4.5	-0.5	-3.9
OCCN1CCN(c2ncnc3nc[nH]c23)CC1	3.1	10.8	5.2	-5.0	0.4	1.0	-0.6	3.2	0.2
CC(=O)N[C@H]1[C@H](OCc2ccccc2F)O[C@H](COC(C)=O)[C@@H](OC(C)=O)[C@@H]1OC(C)=O	3.5	-2.9	5.2	-5.7	0.3	1.1	-11.8	nt	2.6
C[C@@H]1NC(=O)[C@H](CC(N)=O)NC(=O)c2cc([N+](=O)[O-])cc(I)c2OCC[C@@H](C(=O)NC(CC(=O)O)C(N)=O)NC1=O (some centres not stated)	9.7	-14.8	-1.4	-7.0	3.0	1.0	-1.0	-2.7	2.0
CN(C)CCN1C(=O)NC(C)(c2ccc([N+](=O)[O-])cc2)C1=O (configuration not stated)	-2.0	-4.1	4.2	5.8	-3.4	0.8	-3.9	6.6	-0.4
Cn1ccnc1C1CCCCN1Cc1nc(Cc2cccc(C(F)(F)F)c2)no1 (configuration not stated)	0.8	-8.0	-9.2	3.1	1.3	-2.6	-2.3	7.5	0.0
COc1ccc(CCN2C(=O)C3CC(C)=C(C)CC3C2=O)cc1OC (configuration not stated)	5.4	-14.7	0.6	-10.0	3.7	0.7	-5.2	12.2	1.8
CCOC(=O)C(=CNCC(=O)OC)C(=O)OCC	3.7	-21.4	-4.5	-1.1	2.8	0.5	-35.8	3.2	3.3
O=C(NC(=S)NCCCN1CCOCC1)c1ccco1	8.5	0.8	-11.4	-4.9	1.7	0.9	1.5	-0.1	-1.8
Cc1ccc(Cl)cc1N1CCN(C(=S)NCc2ccco2)CC1	4.7	-11.1	-0.7	-5.0	-2.1	9.6	-27.1	-2.7	-0.9
Cc1nc(CNS(=O)(=O)c2cc(C)c(C)cc2C)cs1	4.5	5.7	-9.0	3.8	2.4	1.8	-1.8	-1.7	-1.6
CCN(CC)C1CCN(C(=O)c2cc(COc3ccc(F)cc3Cl)on2)C1 (configuration not stated)	0.7	-20.1	-17.0	-5.0	-4.2	-1.4	-19.9	2.0	0.6
COc1ccc(-c2nnn(CC(=O)N(Cc3cccs3)C(C)C(=O)NCCC(C)C)n2)cc1OC (configuration not stated)	2.5	2.6	5.4	-1.9	-4.9	-1.3	10.1	1.1	0.7
C/C(=N\Nc1ccc2nncn2n1)c1ccccn1	68.6*	8.5	2.4	3.6	75.9*	1.0	3.3	nt	-2.2
N/C(=N\OC(=O)Oc1ccccc1)c1ccc(Cl)cc1	-0.3	-14.3	6.5	-9.1	-3.9	-0.1	5.4	-2.8	-4.6
O=C(Cc1cccs1)N/N=C/c1ccccc1	-0.2	10.2	8.5	-3.7	-3.8	-0.6	-17.8	nt	0.3
O=c1[nH]cnc2sc3c(c12)CCCCC3	1.3	-7.2	10.4	-3.7	-0.6	-0.2	-14.2	2.7	0.7
O=C1CC(N2CCN(c3ccccn3)CC2)C(=O)N1CC(c1ccccc1)c1ccccc1 (configuration not stated)	-0.1	6.7	11.6	-1.2	-4.8	-0.6	-0.3	-2.0	4.7
OC[C@H]1O[C@@H](Oc2cc(O)cc(/C=C/c3ccc(O)cc3)c2)[C@H](O)[C@@H](O)[C@@H]1O	-5.4	9.4	15.4	3.0	2.8	4.9	9.0	3.8	0.0
Cc1ccc2oc(=O)c3cnn(CC(=O)NC4CCCCC4C)c3c2c1 (configuration not stated)	11.6	-2.4	-13.5	-6.8	-0.6	-5.8	6.7	2.8	-1.5
CC(C)(C)n1nc2c(c1NC(=O)c1cccs1)CS(=O)C2 (configuration not stated)	2.5	17.9	10.9	-0.5	-8.1	0.3	20.4	4.5	-1.6
Brc1ccc(-c2csc(NC3=NCCCCC3)n2)cc1	2.1	-11.6	-2.2	4.2	-2.4	-3.9	-4.4	-0.4	-0.6
N#CCCn1ccc(NC(=O)c2ccc(Cl)cc2)n1	0.1	4.8	-2.2	0.3	2.2	-0.4	-24.1	2.5	0.9
COc1ccccc1NS(=O)(=O)c1ccc(Cl)c(NC(=O)c2sc3cc(Cl)ccc3c2Cl)c1	2.7	2.6	-4.4	-7.6	-1.8	-0.8	5.8	3.2	-1.5
COc1cccc(/C=N/NC(=O)CO/N=C(\C)c2cccs2)c1OC	-0.9	9.3	-8.3	6.8	-0.1	0.3	-4.1	11.0	-0.3
CCCCNC(=O)CCCCCNS(=O)(=O)c1ccc(OC)cc1	6.3	1.9	-2.4	-1.6	1.8	-1.2	7.5	6.6	0.6
CCN(CC)S(=O)(=O)c1ccc(N2CCOCC2)c(NC(=O)c2ccc3ccccc3c2)c1	4.6	7.3	-11.4	-10.7	2.5	-3.1	-16.8	9.7	-0.3

A second format for some results above.
Sequence of screens – BaF3 parental, NPY1 pot ag, NPY-Y2 PAM-ag, RBBP9 inhibitor, Ba/F3 V617F tox, Runt-CBFb FRET, S1P4 antag, NPY Y1 blocker, S1P4 ag
CCCCNC(=O)CCCCCNS(=O)(=O)c1ccc(OC)cc1
→ 6.3, 1.9, -2.4, -1.6, 1.8, -1.2, 7.5, 6.6, 0.6
Brc1ccc(-c2csc(NC3=NCCCCC3)n2)cc1
→ 2.1, -11.6, -2.2, 4.2, -2.4, -3.9, -4.4, -0.4, -0.6

Continued:
SMILES	BaF3 parental	NPY1 pot ag	NPY-Y2 PAM-ag	RBBP9 inhibitor	Ba/F3 V617F tox	Runt-CBFb FRET	S1P4 antag	NPY Y1 blocker	S1P4 ag
O=C(Nc1cccc(-c2nnco2)c1)c1cccs1	4.2	4.5	5.2	2.0	-1.9	0.4	-5.7	nt	-0.7
Oc1ccc(Br)cc1-c1ccn[nH]1	6.1	-24.1	15.8	-9.8	2.1	-0.2	0.6	-0.2	0.1
Cc1ccc(S(=O)(=O)NC(C(=O)Oc2ccc3ccc(=O)oc3c2)c2ccccc2)cc1 (configuration not stated)	3.3	-10.0	3.0	3.6	-3.5	84.7*	-4.3	1.9	5.1
COc1cccc(NC(=O)COC(=O)CNS(=O)(=O)c2c(F)cccc2F)c1	4.7	-2.6	3.9	-5.5	-2.4	1.7	1.2	-4.2	0.2
O=C(Nc1cccc(S(=O)(=O)N2CCOCC2)c1)c1ccc(Cl)c([N+](=O)[O-])c1	0.3	1.1	4.7	-14.6	0.0	0.9	2.7	-2.0	-1.9
CC1Cc2ccccc2N1C(=O)COC(=O)CNC(=O)c1ccc(Br)o1 (configuration not stated)	4.4	-0.1	-4.7	3.0	-0.4	1.5	3.4	1.0	-2.0

No new results follow: entries from further up.
SMILES	BaF3 parental	NPY1 pot ag	NPY-Y2 PAM-ag	RBBP9 inhibitor	Ba/F3 V617F tox	Runt-CBFb FRET	S1P4 antag	NPY Y1 blocker	S1P4 ag
COc1cccc(NC(=O)COC(=O)CNS(=O)(=O)c2c(F)cccc2F)c1	4.7	-2.6	3.9	-5.5	-2.4	1.7	1.2	-4.2	0.2
O=C(Nc1cccc(S(=O)(=O)N2CCOCC2)c1)c1ccc(Cl)c([N+](=O)[O-])c1	0.3	1.1	4.7	-14.6	0.0	0.9	2.7	-2.0	-1.9
CC1Cc2ccccc2N1C(=O)COC(=O)CNC(=O)c1ccc(Br)o1 (configuration not stated)	4.4	-0.1	-4.7	3.0	-0.4	1.5	3.4	1.0	-2.0
